# Screening results as filed in PubChem BioAssay.
# PAFAH1B3 inh: inhibitors of human PAFAH1B3; Q15102; recombinant PAFAH1B3, FP-rhodamine probe, fluorescence polarization; inhibition, % at 3.39 µM; 340,000 tested, 0.28% active; AID 492972;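 active = inhibition above the screen-wide average of all tested compounds plus 3 SD, cut at about 25% in these data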;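 also: 0% = enzyme with DMSO only and 100% = wells lacking PAFAH1B3 protein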
# LYPLA1 inh: counter-screen for PME1 inhibitors: inhibitors of human LYPLA1; O75608; recombinant LYPLA1, FP-Rh probe fluorescence polarization; inhibition, % at 5.9 µM; 320,000 tested, 0.16% active; AID 2174;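 active = inhibition above the mean of all tested compounds plus 3 SD, set per campaign, cut at about 14% in these data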;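 also: inhibitors block serine hydrolase probe labeling of LYPLA1 so polarization falls; 0% = enzyme with DMSO and 100% = wells lacking LYPLA1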
# GSTO1 counter: counter-screen for RBBP9 inhibitors: inhibitors of human GSTO1; recombinant GSTO1, activity-based probe fluorescence polarization; P78417; inhibition, % at 5.96 µM; 300,000 tested, 1.1% active;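 active = inhibition above the campaign mean inhibition plus 3 SD, cut at about 35% in these data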;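 also: 0% = GSTO1-1 with DMSO and 100% = wells lacking GSTO1-1 enzyme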
# ZTA DNA inh: ZTA (EBV) inhibition in EBNA-1 counter-screen | 320,000 tested, 0.15% active | P03206 | ZTA-DNA binding, fluorescence polarization | inhibition, % at 11 µM; in the data active = inhibition above about 33%
# LYPLA2 counter: blocks human lysophospholipase 2, a PME1 counter-screen; 320,000 tested, 0.38% active; inhibition, % at 5.9 µM; recombinant LYPLA2, FP-Rh probe fluorescence polarization; AID 2177; O95372;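 active = inhibition above the screen-wide mean plus 3 SD, limit set per campaign, cut at about 26% in these data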;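 also: 0% = LYPLA2 with DMSO and 100% = wells lacking LYPLA2 enzyme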
# EBNA-1 inh: blocks EBNA-1 binding to DNA; EBNA-1 DNA binding, fluorescence polarization; inhibition, % at 14.8 µM; 300,000 tested, 0.34% active; in the data active = inhibition above about 28%
# PAFAH2 FP inh: PAFAH2 (human) inhibition. 340,000 tested, 0.99% active. inhibition, % at 3.39 µM. AID 492956. recombinant PAFAH2, FP-rhodamine activity probe, fluorescence polarization. Q99487;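 active = inhibition above the mean over all tested compounds plus 3 SD, cut at about 30% in these data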;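 also: inhibitors block probe labeling of enzyme so polarization drops; 0% = enzyme with DMSO and 100% = wells lacking PAFAH2 protein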
# PAD4 FP inh: blocks human protein arginine deiminase 4; 330,000 tested, 0.41% active; AID 485272; Q9UM07; inhibition, % at 6.36 µM; recombinant PAD4, RCA probe fluorescence polarization;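 active = percent inhibition above a cutoff equal to the mean of all tested compounds plus 3 SD, cut at about 15% in these data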;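 also: 0% = PAD4 with RCA probe and DMSO and 100% = probe without PAD4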
# Target sequence (Q9UM07 whole entry, looked up): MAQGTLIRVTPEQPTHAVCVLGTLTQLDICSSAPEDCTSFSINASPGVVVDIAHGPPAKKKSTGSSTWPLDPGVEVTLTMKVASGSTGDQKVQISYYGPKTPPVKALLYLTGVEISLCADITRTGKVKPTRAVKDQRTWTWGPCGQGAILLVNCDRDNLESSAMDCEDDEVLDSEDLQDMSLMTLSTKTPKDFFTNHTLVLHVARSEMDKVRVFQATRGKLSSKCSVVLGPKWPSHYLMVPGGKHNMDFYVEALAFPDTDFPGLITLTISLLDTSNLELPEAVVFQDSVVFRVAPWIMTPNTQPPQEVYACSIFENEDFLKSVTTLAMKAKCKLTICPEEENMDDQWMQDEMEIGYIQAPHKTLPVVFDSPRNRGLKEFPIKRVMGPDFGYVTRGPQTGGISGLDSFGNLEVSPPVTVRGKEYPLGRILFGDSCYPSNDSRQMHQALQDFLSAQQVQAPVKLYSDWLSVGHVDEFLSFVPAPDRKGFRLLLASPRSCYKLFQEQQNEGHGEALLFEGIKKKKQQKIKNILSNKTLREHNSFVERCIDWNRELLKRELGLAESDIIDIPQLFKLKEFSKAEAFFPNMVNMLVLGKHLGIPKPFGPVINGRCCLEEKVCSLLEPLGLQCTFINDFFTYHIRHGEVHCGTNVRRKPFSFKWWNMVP
# PREPL inh: human PREPL enzyme inhibition | recombinant PREPL, fluorescence polarization activity-based probe | inhibition, % at 5.96 µM | 320,000 tested, 0.68% active | AID 2751; in the data active = inhibition above about 43%;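 also: 0% = enzyme with DMSO and 100% = wells lacking enzyme; many of its hits are not listed in these tables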
# * = called active by the depositor; nt = not tested or not shown. Only part of the results is shown, so the mix of outcomes need not match the whole.
1) OCCN1C2CCC1CC(O)(c1ccc(F)cc1)C2 (configuration not stated)
2) CN1CCN(/N=C/c2c(O)n(Cc3ccc(F)cc3)c(=O)[nH]c2=O)CC1
3) O=c1[nH]c2ccccc2o1
4) CCCC/C(=N\O)c1c[nH]c2ccccc12
5) NC(=O)c1ccc(C(=O)Nc2ccc([As](=O)(O)O)cc2)cc1
6) C=CCN1C(=O)NC(=O)/C(=C/c2ccc(OC)c(COc3ccc(NC(C)=O)cc3)c2)C1=O
entry no.	1	2	3	4	5	6
PAFAH1B3 inh	-4.9	3.1	6.8	-1.7	nt	5.7
LYPLA1 inh	0.3	2.1	-2.7	-1.7	-3.4	1.1
GSTO1 counter	-5.3	3.9	-1.2	0.3	5.3	-1.1
ZTA DNA inh	-2.8	-3.5	-6.0	1.4	21.2	-2.8
LYPLA2 counter	2.7	6.0	1.1	2.7	2.3	6.9
EBNA-1 inh	1.3	-0.4	-19.1	-2.1	8.1	-1.3
PAFAH2 FP inh	1.6	4.7	-7.1	9.2	nt	3.0
PAD4 FP inh	1.2	-17.8	-4.2	1.6	-3.2	1.1
PREPL inh	-18.0	4.3	-0.6	-55.1	0.1	-17.0

7) CCCNC(=O)c1c(N)n(Cc2ccc3c(c2)OCO3)c2nc3ccccc3nc12
8) O=C(CCNC(=O)N1C[C@H]2C[C@@H](C1)c1cccc(=O)n1C2)Nc1cccc(Cl)c1
9) CCc1ccc(OCC(=O)N2CCN(Cc3ccc4c(c3)OCO4)CC2)cc1
10) COc1ccccc1-n1c(Cc2ccccc2)nc2ccccc2c1=O
11) CCOc1ccccc1-n1c(O)c(C=NCCCn2ccnc2)c(=O)[nH]c1=O
12) Nc1ncc(P(=S)(N2CCOCC2)N2CCOCC2)s1
entry no.	7	8	9	10	11	12
PAFAH1B3 inh	-6.8	-1.0	7.2	4.5	-3.4	2.0
LYPLA1 inh	2.6	-3.3	2.4	0.0	2.8	-2.1
GSTO1 counter	16.2	-2.1	13.1	-4.3	3.5	-1.5
ZTA DNA inh	-10.7	-3.3	10.7	12.8	12.3	-5.8
LYPLA2 counter	2.1	0.9	4.3	1.1	9.3	-1.7
EBNA-1 inh	0.8	-8.4	1.3	-16.6	0.3	-3.1
PAFAH2 FP inh	-0.4	-0.1	0.2	3.4	-8.2	-3.8
PAD4 FP inh	-6.6	-0.1	-5.5	4.1	6.5	-0.8
PREPL inh	-3.3	7.7	14.4	-5.9	1.4	1.0

# Arranged by SMILES length (low to high): some entries from above.
3) O=c1[nH]c2ccccc2o1
4) CCCC/C(=N\O)c1c[nH]c2ccccc12
1) OCCN1C2CCC1CC(O)(c1ccc(F)cc1)C2 (configuration not stated)
12) Nc1ncc(P(=S)(N2CCOCC2)N2CCOCC2)s1
10) COc1ccccc1-n1c(Cc2ccccc2)nc2ccccc2c1=O
5) NC(=O)c1ccc(C(=O)Nc2ccc([As](=O)(O)O)cc2)cc1
9) CCc1ccc(OCC(=O)N2CCN(Cc3ccc4c(c3)OCO4)CC2)cc1
11) CCOc1ccccc1-n1c(O)c(C=NCCCn2ccnc2)c(=O)[nH]c1=O
entry no.	3	4	1	12	10	5	9	11
PAFAH1B3 inh	6.8	-1.7	-4.9	2.0	4.5	nt	7.2	-3.4
LYPLA1 inh	-2.7	-1.7	0.3	-2.1	0.0	-3.4	2.4	2.8
GSTO1 counter	-1.2	0.3	-5.3	-1.5	-4.3	5.3	13.1	3.5
ZTA DNA inh	-6.0	1.4	-2.8	-5.8	12.8	21.2	10.7	12.3
LYPLA2 counter	1.1	2.7	2.7	-1.7	1.1	2.3	4.3	9.3
EBNA-1 inh	-19.1	-2.1	1.3	-3.1	-16.6	8.1	1.3	0.3
PAFAH2 FP inh	-7.1	9.2	1.6	-3.8	3.4	nt	0.2	-8.2
PAD4 FP inh	-4.2	1.6	1.2	-0.8	4.1	-3.2	-5.5	6.5
PREPL inh	-0.6	-55.1	-18.0	1.0	-5.9	0.1	14.4	1.4

7) CCCNC(=O)c1c(N)n(Cc2ccc3c(c2)OCO3)c2nc3ccccc3nc12
2) CN1CCN(/N=C/c2c(O)n(Cc3ccc(F)cc3)c(=O)[nH]c2=O)CC1
6) C=CCN1C(=O)NC(=O)/C(=C/c2ccc(OC)c(COc3ccc(NC(C)=O)cc3)c2)C1=O
entry no.	7	2	6
PAFAH1B3 inh	-6.8	3.1	5.7
LYPLA1 inh	2.6	2.1	1.1
GSTO1 counter	16.2	3.9	-1.1
ZTA DNA inh	-10.7	-3.5	-2.8
LYPLA2 counter	2.1	6.0	6.9
EBNA-1 inh	0.8	-0.4	-1.3
PAFAH2 FP inh	-0.4	4.7	3.0
PAD4 FP inh	-6.6	-17.8	1.1
PREPL inh	-3.3	4.3	-17.0

# Next part
13) CC1N=C(c2ccccc2)c2cc(Br)ccc2NC1=O (configuration not stated)
14) Cn1cc(C(=O)N2CCCCC2)c2ccccc21
15) CCOc1cccc(C2NCc3ccccc3-n3cccc32)c1O (configuration not stated)
16) CC1=NN(c2ccccc2)C(=O)C1/C=C1/C(=O)NC(=O)N(c2cc(C)cc(C)c2)C1=O (configuration not stated)
17) CCN(CC)P(=O)(Oc1ccccc1)Oc1ccccc1
18) O=c1c2ccccc2nc(/C=C/c2ccc(O)cc2)n1-c1ccc(O)cc1
entry no.	13	14	15	16	17	18
PAFAH1B3 inh	5.7	-1.1	0.2	0.0	3.4	-1.9
LYPLA1 inh	2.5	-0.1	1.5	1.6	0.1	-3.9
GSTO1 counter	4.3	-0.8	-1.0	18.2	-1.9	-11.6
ZTA DNA inh	18.9	-6.0	-4.4	-4.1	4.0	-0.3
LYPLA2 counter	-2.0	1.4	7.2	-1.5	1.5	-3.3
EBNA-1 inh	6.7	-0.8	-7.2	-9.9	-5.9	1.5
PAFAH2 FP inh	-4.6	-5.4	-2.8	8.2	8.8	-13.8
PAD4 FP inh	-0.7	-12.8	-2.7	15.9*	-3.1	3.6
PREPL inh	6.5	7.7	-7.9	3.2	-8.3	1.6

19) Cc1cccc(C2=NCC(=O)N(CC(=O)NCc3ccco3)c3sc4c(c32)CCCC4)c1
20) CCc1ccc(CN2CCN(Cc3cc(Br)ccc3O)CC2)cc1
21) O=C(CCC(=O)N1CCC2(CC1)OCCO2)Nc1nnc(C2CCCCC2)s1
22) Cn1c(O)c(C=NCCN2CCNCC2)c(=O)n(C)c1=O
23) COC(=O)C1=C(c2c(C)noc2C)C[C@@H]2CC[C@H]1N2C(=O)NCCO
24) COC(=O)C1=C(c2ccc(Cl)c(C(F)(F)F)c2)C[C@@H]2CC[C@H]1N2C(=O)NC(C)C
25) COC(=O)C1=C(c2cc3ccccc3o2)C[C@@H]2CC[C@H]1N2C(=O)NCCNC(C)=O
entry no.	19	20	21	22	23	24	25
PAFAH1B3 inh	7.0	2.4	-3.2	16.3	0.7	5.4	6.7
LYPLA1 inh	-1.0	1.8	-1.0	0.0	-1.9	-2.4	-1.2
GSTO1 counter	5.6	-2.1	-3.1	-0.6	nt	nt	-27.1
ZTA DNA inh	9.1	-11.5	8.9	-7.7	6.6	-4.0	-7.8
LYPLA2 counter	-0.8	-2.5	-3.9	5.2	-3.4	2.2	-2.1
EBNA-1 inh	6.5	-3.1	-10.9	-10.7	nt	nt	-0.1
PAFAH2 FP inh	4.9	10.1	0.1	7.9	-3.5	10.5	0.3
PAD4 FP inh	-1.4	-1.1	-0.7	-3.0	1.4	1.0	-1.8
PREPL inh	-61.3	-18.1	-1.7	-5.3	0.8	5.9	-8.1
